HTR5A inv ag – HTR5A inverse agonism, opioid heterodimer counter-screen; P47898; HTR5A cell line, luminescence; inhibition, % at 9.3 µM; 0.083% of 340,000 active; AID 504634; in the data active means inhibition mostly above about 23%, no sharp cut-off; inactive means mostly below about 18%;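 further: 0% = cells with DMSO and 100% = no-cell wells with DMSO; some compounds called inactive have numbers as strong as hits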
PvdQ acylase – P. aeruginosa PvdQ acylase inhibition; 0.063% of 340,000 active; purified PvdQ acylase, fluorescence plate reader; AID 488965; inhibition, % at 10 µM; in the data active means inhibition above about 30%, passing the limit was not always enough;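 further: 0% = vehicle neutral wells and 100% = reference inhibitor wells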
SR-BI DiI inh – inhibitors of mouse SR-BI mediated HDL lipid uptake; 0.96% of 320,000 active; Q61009; ldlA[mSR-BI] CHO cells, DiI-HDL uptake fluorescence, 3 h; inhibition, % at 12.5 µM;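 active means mean replicate inhibition of at least 70% and a set share of replicates each scoring 70 or more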;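 further: 0% = median of neutral control wells and 100% = median of positive control wells; values of inactives mirror those of a sister screen read the other way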
dFosB act – enhances mouse delta FosB homodimer DNA binding; 0.99% of 340,000 active; activation, % at 25 µM; purified delta FosB, TAMRA-CDK5 oligo fluorescence polarization; percent of positive-control signal above neutral wells; P13346;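 active means mean activation above about 17%, with every replicate also reaching it, limit read from the data, passing the limit was not always enough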;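 further: fluorescence polarization rise as delta FosB binds a TAMRA Cdk5 AP-1 oligo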
Target sequence (P13346 whole entry, looked up): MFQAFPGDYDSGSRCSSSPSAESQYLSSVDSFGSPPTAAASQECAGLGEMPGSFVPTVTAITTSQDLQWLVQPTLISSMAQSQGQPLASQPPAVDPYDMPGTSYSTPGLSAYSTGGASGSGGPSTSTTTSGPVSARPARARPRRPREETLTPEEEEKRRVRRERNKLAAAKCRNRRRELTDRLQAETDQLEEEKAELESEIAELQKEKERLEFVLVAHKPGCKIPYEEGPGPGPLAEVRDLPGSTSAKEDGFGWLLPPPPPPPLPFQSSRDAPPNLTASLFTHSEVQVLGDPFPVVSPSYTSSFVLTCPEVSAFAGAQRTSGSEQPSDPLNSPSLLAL
Wnt bcat act – Wnt/beta-catenin pathway activation. Wnt/beta-catenin reporter cell assay, activator, plate reader. 1.2% of 300,000 active. activation, % at 9.35 µM. AID 743398; in the data active means activation above about 30%, passing the limit was not always enough;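 further: 0% = neutral control wells and 100% = positive control wells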
MITF act – activators of MITF-driven TRPM1 promoter activity in SK-MEL-5 cells. activation, % at 12.5 µM. AID 588334. SK-MEL-5 TRPM1-promoter luciferase, 24 h; % of positive control, neutral wells = 0. 0.75% of 300,000 active;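 active means mean activation of at least 80% with every replicate also reaching 80%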;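 further: 0% = neutral control wells and 100% = parthenolide positive control wells; values of inactives mirror those of a sister screen read the other way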
CDK5 p35 inh – blocks human CDK5/p35 kinase activity. Q00535+Q15078. Recombinant CDK5/p35, ADP-Glo luminescence, 60 min. inhibition, % at 10 µM. 0.01% of 330,000 active;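 active means highest replicate inhibition of at least 50% and at least 75% of replicates reaching 50%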;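 further: plate controls were DMSO neutral control for no effect and GW8510 at 10 µM for full effect; many of its hits are not listed in these tables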
Target sequence (Q00535 whole entry, looked up): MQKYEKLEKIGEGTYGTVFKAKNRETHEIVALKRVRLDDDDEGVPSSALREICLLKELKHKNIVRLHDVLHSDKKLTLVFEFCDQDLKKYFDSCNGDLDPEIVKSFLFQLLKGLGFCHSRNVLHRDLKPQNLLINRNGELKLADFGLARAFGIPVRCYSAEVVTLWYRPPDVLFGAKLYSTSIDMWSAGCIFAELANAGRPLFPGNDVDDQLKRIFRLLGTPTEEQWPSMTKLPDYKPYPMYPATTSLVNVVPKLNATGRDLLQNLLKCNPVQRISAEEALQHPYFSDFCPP
Target sequence (Q15078 whole entry, looked up): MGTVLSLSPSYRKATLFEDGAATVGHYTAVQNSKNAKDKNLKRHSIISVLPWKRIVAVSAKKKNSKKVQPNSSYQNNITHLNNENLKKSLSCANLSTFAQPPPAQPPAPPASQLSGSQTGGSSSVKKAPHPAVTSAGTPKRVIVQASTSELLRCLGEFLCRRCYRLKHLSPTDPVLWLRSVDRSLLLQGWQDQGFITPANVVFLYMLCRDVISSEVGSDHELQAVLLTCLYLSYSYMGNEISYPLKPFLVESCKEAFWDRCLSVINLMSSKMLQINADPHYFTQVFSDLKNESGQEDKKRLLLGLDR
V-ATPase pHluor – yeast V-ATPase proton transport regulation by pHLuorin | S. cerevisiae, pHLuorin cytosolic pH fluorescence | response, % at 10 µM | 0.37% of 350,000 active | AID 504577; in the data active means response mostly above about 7.3%, no sharp cut-off; inactive means mostly below about 5.4%; further: actives read high; inactives centre near 0; some compounds called inactive have numbers as strong as hits; reference of the scale not given here
NSD2 HMT inh – NSD2 (human) methyltransferase inhibition | O96028 | AID 743445 | 0.54% of 310,000 active | inhibition, % at 12.5 µM | NSD2 peptide methylation, AlphaScreen, 120 min; in the data active means inhibition above about 50%
HTR5A ag ctr – activates human HTR5A in OPRM1-OPRD1 agonist counter-screen; HTR5A agonist assay, luminescence, cell-based; 0.61% of 340,000 active; activation, % at 9.3 µM; P47898; in the data active means activation mostly above about 9.5%, no sharp cut-off; inactive means mostly below about 7.6%;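 further: 0% = cells with vehicle only and 100% = reference agonist; strong numbers were not always called active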
* = called active by the depositor; nt = no result given; & = joins results of further samples.

SMILES | HTR5A inv ag | PvdQ acylase | SR-BI DiI inh | dFosB act | Wnt bcat act | MITF act | CDK5 p35 inh | V-ATPase pHluor | NSD2 HMT inh | HTR5A ag ctr
COc1ccc(N2CCN(C(c3cc(OC)ccc3OC)c3nnnn3CC3CCCO3)CC2)cc1 (centres undefined) | 9.9 | 2.1 | 5.4 | -11.2 | nt | -6.7 | 0.0 | -3.9 | 4.5 | -0.3
CC[C@H]1c2[nH]c3ccccc3c2C[C@H]2C(=O)N(c3ccc(F)cc3)C(=O)N21 | 13.6 | -8.6 | 62.9 | -6.4 | -4.9 | 6.7 | -1.0 | 3.2 | nt | 1.0
c1ccc(Cn2ncc3c(N4CCOCC4)ncnc32)cc1 | 33.6 | 13.1 | -2.6 | -3.2 | nt | -7.5 | 4.3 | -1.6 | -1.1 | -5.5
Cc1cc(Cl)ccc1NC(=O)C1CCCN1C(=O)c1cccs1 (centres undefined) | 17.6 | -14.8 | -35.6 | -3.1 | 1.9 | -2.0 | -1.0 | 1.1 | nt | 1.7
COC(=O)c1ccc2cc(OC)cc([N+](=O)[O-])c2n1 | 8.5 | -10.9 | -6.3 | -4.7 | 6.8 | -5.9 | 0.2 | -1.8 | -6.6 | -2.2
CN(Cc1cccs1)C(=O)Cn1cnc2ccccc2c1=O | -1.0 | -10.3 | 1.2 | -1.2 | -1.3 | -2.3 | 0.6 | -1.3 | -6.4 | 0.4
CCC(=O)Nc1ccc(Nc2nc(Cl)nc(Nc3ccc(NC(=O)CC)cc3)n2)cc1 | -23.9 | 3.0 | -11.7 | 4.2 | -1.2 | -4.9 | 2.0 | -1.9 | -1.8 | 0.6
CC(CNC(=O)CN1C(=O)NC2(CCCCC2C)C1=O)c1ccccc1 (centres undefined) | -3.8 | -10.9 | 4.6 | -0.1 | -3.6 | 1.8 | -1.5 | -3.9 | 0.0 | 5.2
Cc1ccc(NC2c3ccccc3C(=O)N2CCN2CCOCC2)cc1 (centres undefined) | -23.0 | -5.3 | 1.5 | 0.1 | 1.2 | nt | 1.0 | 2.1 | nt | 1.4
CCCNC(=O)NC1CCCCCCC1 | -2.3 | -13.9 | -29.6 | -3.1 | 2.3 | 2.8 | 0.6 | 0.9 | -4.3 | 6.3
CCN(CC)C(=O)CSC(=Nc1ccccc1F)NC#N | 17.5 | -16.1 | -3.7 | 2.9 | nt | 40.8 | 0.2 | 5.9 | 46.0 | -7.3
COc1cc(CNC[C@H]2O[C@@H](n3cnc(C(N)=O)n3)[C@H](O)[C@@H]2O)ccc1OCc1cccc(Cl)c1 | -0.9 | -9.2 | -6.2 | -0.4 | -1.2 | 8.1 | -6.0 | 2.5 | nt | 0.2
CC(C)OC(=O)C1C(=O)CC(C)(O)C(C(=O)OC(C)C)C1c1ccc(F)cc1 (centres undefined) | 19.4 | 0.3 | -15.4 | -2.6 | -2.2 | 8.8 | -0.4 | 0.7 | -5.7 | -8.3
CCSc1nnc(CCNS(=O)(=O)c2ccc(C(C)=O)cc2)n1C | 0.7 | 7.2 | nt | -0.6 | -1.3 | nt | 0.2 | 0.6 | nt | -0.2
CC(=O)N1CC2(C)CN(C(C)=O)CC(C)(C1)C2=O | 25.4 | -3.6 | nt | -0.8 | -0.1 | -7.5 | -0.3 | 0.6 | 1.2 | 1.1
CCCN(C(=O)c1ccco1)c1nnc(-c2ccncc2)s1 | -26.2 | -9.1 | 16.9 | -11.1 | nt | 9.0 | -0.9 | 1.4 | -1.3 | 9.3
COc1ccc(NC(C)c2ccccc2)cc1 (centres undefined) | 7.8 | -14.2 | -5.1 | -9.9 | -1.9 | 4.1 | -2.3 | 1.9 | 1.4 | -2.8
CC(=O)c1c(C)[nH]c(C(=O)CN2C(=O)NC3(CCCCC3C)C2=O)c1C (centres undefined) | -23.4 | -6.3 | 7.5 | -3.9 | -0.5 | 5.8 | -0.5 | 0.7 | -0.1 | 3.3
COc1ccc(CN2CCN(Cc3ccccc3)C(CCO)C2)cc1OC (centres undefined) | 9.4 | -1.3 | -9.7 | -15.7 | -1.0 | 18.7 | -1.8 | -0.9 | 2.4 | -3.5
CC1=C(C(N)=O)C(c2cccs2)NC(=O)N1 (centres undefined) | 7.0 | -13.0 | -13.3 | -5.1 | 0.1 | 5.3 | 2.9 | -1.4 | nt | -2.5
Brc1ccc2[nH]c3nc(SCCN4CCOCC4)nnc3c2c1 | 13.8&-0.6 | 1.9&-1.0 | -30.4&-4.8 | 1.5&-7.6 | -2.1 | -1.1&7.3 | -0.4&-12.2 | -3.1&-0.3 | -2.6&-3.7 | -5.8&0.2
Cc1ccc([N+](=O)[O-])cc1S(=O)(=O)Nc1ccc(C(=O)N(C)C)cc1 | 11.1 | -12.7 | 3.2 | -6.7 | -0.9 | -19.5 | 1.8 | 2.1 | 0.8 | -4.1
S=C(NCCCN1CCOCC1)NC1CCCC1 | -1.5 | -16.4 | -9.4 | 3.7 | 10.9 | -2.5 | 0.1 | -0.8 | 0.5 | 1.2
CCn1ncc(Br)c1C(=O)Nc1nccs1 | -14.6 | 8.1 | -10.6 | -3.5 | 2.4 | -9.5 | 0.3 | 1.6 | -1.1 | 1.1
CCOC(=O)c1cc2sccc2n1CCCN1C(=O)c2ccccc2C1=O | 4.0 | -4.2 | 33.9 | -11.1 | -3.1 | 2.7 | -0.1 | 1.9 | nt | 2.1

The listing continues:
SMILES | HTR5A inv ag | PvdQ acylase | SR-BI DiI inh | dFosB act | Wnt bcat act | MITF act | CDK5 p35 inh | V-ATPase pHluor | NSD2 HMT inh | HTR5A ag ctr
O=C(N/N=C/c1ccc(Cl)cc1)c1cc2c(s1)-c1ccccc1CC2 | 0.2 | -14.7 | -8.4 | -4.2 | nt | -4.4 | -0.8 | 7.4 | -1.5 | 1.5
O=C(C1Cc2ccccc2O1)N1CCCCC1 (centres undefined) | -1.9 | -5.2 | 8.8 | 5.7 | -0.5 | 9.6 | -1.3 | -1.4 | 11.0 | 1.2
CCCS(=O)(=O)c1nc(S(=O)(=O)c2ccc(C)cc2)c(NCCCN(C)C)s1 | -5.3 | -9.3 | -36.4 | -5.7 | -2.7 | 3.9 | -0.5 | 2.6 | 5.8 | 1.8
Cc1cc(N2CC34C=CC(O3)C(C(=O)O)C4C2=O)no1 (centres undefined) | 9.0 | -8.0 | -14.5 | -0.7 | nt | nt | -0.6 | 1.4 | -2.2 | 0.7
O=C(COC(=O)c1ccco1)NCc1ccc(Cl)cc1Cl | -36.4 | 3.6 | -7.0 | 2.0 | -2.4 | 2.6 | 2.0 | -0.8 | -2.2 | 14.3
CCN(CC)S(=O)(=O)c1ccc2c(c1)nc(SCC(=O)N(C)C1CCS(=O)(=O)C1)n2CC (centres undefined) | -3.4 | 2.7 | -9.1 | 4.4 | -3.3 | 4.5 | -1.0 | -4.1 | 6.1 | 1.3
O=[N+]([O-])c1ccc(CN2CCOCCOCCN(Cc3ccc([N+](=O)[O-])cc3)CCOCC2)cc1 | -8.0 | -3.6 | -11.7 | -7.7 | nt | 0.6 | -1.2 | 3.1 | 0.8 | 3.0
CCOc1ccc(N(CC(=O)NC2CCCCC2)S(=O)(=O)c2c(C)noc2C)cc1 | 1.5 | -11.8 | -6.8 | -4.3 | -2.5 | -10.3 | 1.7 | 4.6 | nt | -0.5
O=C1CC(c2ccccc2)c2ccccc21 (centres undefined) | 7.7 | -6.0 | -13.5 | 4.0 | -6.7 | -0.8 | -0.3 | -0.6 | -3.0 | -3.0
O=c1c([N+](=O)[O-])cccn1Cc1ccccc1Cl | 0.8 | 0.1 | -13.9 | -0.7 | 3.2 | -2.6 | 1.8 | 4.2 | 0.5 | -0.3
CN1Cc2cccc3c2C(Cc2ccccc2S3)C1 (centres undefined) | -11.9 | -13.9 | 27.5 | -8.4 | -3.9 | 0.5 | -0.4 | 0.0 | 3.2 | 3.3
CCN(CC)CCC#CC(O)(c1ccccc1)c1ccccc1 | -8.7 | -1.8 | -7.9 | 0.9 | 0.6 | -2.2 | 0.9 | -4.5 | 20.8 | -1.9
COc1ccc(-c2csc(N(CCCN(C)C)C(=O)c3ccc(F)cc3)n2)cc1 | -1.9 | -13.3 | 11.5 | -6.0 | -0.5 | 6.3 | 2.2 | -4.5 | 15.7 | 0.7
Cc1ccc(/C=N/n2c(C3CCCCC3)n[nH]c2=S)s1 | 12.7 | -1.0 | -27.3 | -2.0 | nt | 12.7 | 0.3 | 2.5 | 32.9 | 9.1
CCOC(=O)C1=C(COC(=O)/C=C/c2cccc(Cl)c2)NC(=O)NC1C (centres undefined) | 16.2 | -17.5 | 8.0 | -0.1 | 0.3 | 6.3 | -0.2 | 7.6 | 0.6 | 1.8
O=C(CCSc1nc2ccccc2o1)Nc1ccccc1 | 11.2 | 4.7 | -12.3 | -7.6 | -1.3 | 3.3 | 0.1 | -5.5 | -2.6 | -3.1
O=C(Cn1c(=O)cnc2ccccc21)N1CCN(S(=O)(=O)c2cccc([N+](=O)[O-])c2)CC1 | -18.7 | 4.5 | -28.7 | 3.7 | 7.5 | -1.8 | 0.6 | 2.6 | nt | 4.3
CN(C)/C(CN1CCOCC1)=C1\N=C(c2ccccc2)OC1=O | 4.8 | -8.1 | -49.1 | 1.9 | -1.5 | 18.5 | 0.1 | -5.9 | 25.0 | 7.1
O=C(NCc1ccc2c(c1)OCO2)C1CCN(C(=O)Nc2ccc(Cl)cc2)CC1 | -10.5 | -8.0 | 44.2 | 20.0* | nt | nt | -1.0 | -0.4 | nt | -0.4
Cc1cccc(NC(=S)N/N=C/c2cccc([N+](=O)[O-])c2)c1 | 1.6 | -4.2 | 10.0 | 8.9 | nt | 6.3 | 0.1 | -5.3 | -57.0 | -0.3
O=C(Nc1ccccc1C(=O)NCC1CCCO1)c1ccccc1F (centres undefined) | -9.7 | -11.6 | -0.8 | -2.9 | 3.7 | -12.0 | 0.7 | 5.6 | -1.9 | 0.1
CCCC(C(=O)NCc1ccccc1)N(C(=O)Cn1nnc(-c2cccs2)n1)c1ccc2c(c1)OCCO2 (centres undefined) | -7.2 | -3.8 | -27.0 | -4.2 | -4.0 | 2.6 | -0.3 | 2.1 | 0.4 | 2.0
COc1cc(C(=S)N2CCOCC2)ccc1OC(=O)c1cc(OC)c(OC)c(OC)c1 | -10.1 | -6.5 | 42.6 | -5.8 | 1.2 | 5.9 | -2.3 | -0.1 | 1.8 | 2.9
O=C(O)CCc1ccc(-c2ccc(Br)cc2)n1-c1cccc(O)c1 | 10.8 | -8.6 | -11.0 | -7.1 | 17.3 | -24.9 | 1.9 | 8.1 | 11.8 | -2.9
Cc1ccc(NC(=O)CCS(=O)(=O)c2ccccc2)cc1S(=O)(=O)N1CCCCCC1 | -15.7 | 5.8 | 11.4 | -0.4 | -2.4 | -18.7 | 0.9 | 2.0 | -1.5 | 5.2
O=C(Nc1ccc(Br)cc1)C1Cc2ccccc2O/C1=N\O (centres undefined) | -6.5 | -5.2 | 33.7 | 14.0 | 19.7 | 71.1 | -0.6 | -2.0 | 3.5 | 1.7

Three compounds from above, reduced to V-ATPase pHluor, MITF act and Wnt bcat act:
Compound | V-ATPase pHluor | MITF act | Wnt bcat act
O=C(Nc1ccccc1C(=O)NCC1CCCO1)c1ccccc1F (centres undefined) | 5.6 | -12.0 | 3.7
CCCC(C(=O)NCc1ccccc1)N(C(=O)Cn1nnc(-c2cccs2)n1)c1ccc2c(c1)OCCO2 (centres undefined) | 2.1 | 2.6 | -4.0
COc1cc(C(=S)N2CCOCC2)ccc1OC(=O)c1cc(OC)c(OC)c(OC)c1 | -0.1 | 5.9 | 1.2

Screening results from PubChem BioAssay.

Rows were taken by chance; about 5% have a hit in one of these screens.
